Dynein transport = blocks dynein driven cargo transport along microtubules | AID 1381 | 220,000 tested, 0.47% active | z-score, hits read low | 3617.4 mouse cells, GR-EGFP nuclear translocation imaging; test concentration mostly 20 µM; stimulated with dexamethasone, 1 µM; hits give low values;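 active = plate z-score of nuclear minus cytoplasmic receptor signal below a set negative limit, without overly bright fluorescence or cell loss, cut at about -3.5 in these data, passing the limit was not always enough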;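 note: z-score of nuclear minus cytoplasmic ring GR-EGFP intensity difference per well; some compounds called inactive have numbers as strong as hits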
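Schedule: 48 h induction, then 1 h compound, then 30 min agonist, 37 °C. Buffer or medium: tetracycline-free induction medium containing charcoal-stripped FBS. Reagent: 1.0 µM final dexamethasone stimulus. Evaluation: nuclear versus cytoplasmic GR-EGFP signal, averaged per well. Signal: high-content fluorescence imaging after fixation.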
MT stabilize HCS = microtubule stabilization, imaging screen; HeLa tubulin immunostaining HCS, 24 h; share of cells brighter than vehicle mean+2SD; % tubulin-high responders, % at 10 µM; 200,000 tested, 0.83% active; AID 2205;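 active = plate Z-score above 3 for both tubulin-high and condensed-nucleus cell shares, with cell loss under 80%, at 10 µM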;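 note: anti alpha tubulin signal scored within the nucleus-defined area of each cell; some results filed as inactive read as strong as hits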
Autophagy mod = modulators of autophagy; calls only at 10 µM (by protocol); 190,000 tested, 0.98% active; AID 463193; MEF GFP-LC3 puncta imaging; test concentration mostly 10 µM;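 active = percentage of spot-positive cells more than 3 SD above its plate mean, without a fluorescence outlier flag or 80% toxicity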;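 note: spot-positive cell cutoff set from DMSO-treated cells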
HEK293 NOD2/NF-kB = NOD2 signaling inhibitors, cell-based, luminescence, uHTS, HEK293 (AID 1566); one-dose inhibition, % at 4 µM; EC50 in µM for titrated hits; 290,000 tested, 0.63% active; HEK293 NOD2/NF-kB luciferase reporter, luminescence; higher % means a stronger effect; in the data active = inhibition above about 50%; note: many of its hits are not listed in these tables
Hep lipid drop = hepatic lipid droplet formation modulation. AML12 mouse hepatocytes, oleate lipid droplets, BODIPY imaging. inhibition, % at 6.5 µM. 240,000 tested, 0.4% active;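 active = lipid droplet intensity inhibited by at least 50%, with more than 500 cells counted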
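Assay system: AML12 mouse liver cells | Compound dosing: One dose, 6.5 µM compound | Read-out basis: Droplet intensity reduction, % inhibition | Measured by: Fluorescence imaging, 20x objective, two fields per well | Schedule: Overnight treatment with compound plus oleate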
b-catenin transl = beta-catenin nuclear translocation modulation; 190,000 tested, 0.3% active; AID 1665; nuclear translocation activity, % at 5 µM; HeLa beta-catenin nuclear translocation, immunofluorescence imaging;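 active = nuclear translocation activity above 50% at 5 µM, with a well cell count of 50 or more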;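 note: per-cell ratio of nuclear to cytoplasmic median beta-catenin stain intensity; plate controls were DMSO negative control for no effect and GSK-3 inhibitor IX positive control for full effect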
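assay system = human HeLa cells, endogenous beta-catenin | times = compound treatment 24 h, 37°C, 5% CO2 | detection = Anti-beta-catenin immunofluorescence on PFA-fixed, Triton-permeabilized cells, DAPI nuclei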
WT yeast gro inh = growth inhibition of WT yeast, mitochondrial fusion screen | AID 1362 | mitochondrial fusion phenotypic screen, WT strain | 190,000 tested, 2.1% active | inhibition, % at 10 µM; in the data active = inhibition above about 58%; tested in S. cerevisiae
Ins promoter up = MIN6 insulin promoter up-regulation. 190,000 tested, 0.3% active. MIN6 insulin promoter-GFP reporter, high-content imaging; hits give high values. AID 1625. z-score at 5 µM;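 active = z-score above 3 at 5 µM with at least 500 cells counted in the well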
Yfh1-off respiration = enhancers of respiration in Yfh1-depleted yeast, dose response, Friedreich's ataxia, plus single-dose screen (AID 1465); S. cerevisiae Yfh1-off respiration, WST-1 reduction, 72 h; higher fold induction means a stronger effect; one-dose fold induction at 50 µM; EC50 in µM for titrated hits; 220,000 tested, 0.074% active;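 active = fold induction of absorbance versus untreated yeast above a set limit, then at least 30% activation at any dose in follow-up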;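 note: activators that raise dye reduction in frataxin-depleted yeast; strong numbers were not always called active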
WT yeast gro inh mutant strain = further read-out of WT yeast gro inh, marked with its call; inhibition, %; mitochondrial fusion phenotypic screen, mutant strain inhibition
Dynein transport cytoplasmic EGFP = second read-out of Dynein transport, no call of its own (marks repeat the call); z-score; measured here: cytoplasmic GR-EGFP intensity; hits give high values
Dynein transport nuclear GR-EGFP = also measured in Dynein transport; calls as there; z-score; measured here: nuclear GR-EGFP intensity;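 lower value marks the stronger effect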
Dynein transport cell count = second read-out of Dynein transport, no call of its own (marks repeat the call); z-score; measured here: cell count per field
Ins promoter up cell count = further read-out of Ins promoter up, marked with its call; cell count; measured here: cytotoxicity, nuclei count;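 total cells summed across four imaged fields per well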
Hep lipid drop cells 6.5 µM = second read-out of Hep lipid drop, no call of its own (marks repeat the call); cell count; measured here: cell count, cytotoxicity flag;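 cells counted across two imaged fields per well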
b-catenin transl cell count 5 µM = further read-out of b-catenin transl, marked with its call; cell count; measured here: cell count, cytotoxicity flag
MT stabilize HCS Hoechst-high % = further read-out of MT stabilize HCS, marked with its call; % Hoechst-high responders; measured here: nuclear condensation Hoechst responders;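 share of cells brighter than vehicle mean plus two SD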
MT stabilize HCS cytotoxicity % = recorded beside MT stabilize HCS, whose call it bears; toxicity, %; measured here: cytotoxicity by cell density;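 0% = mean cell density of plate MIN control wells and 100% = no cells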
Autophagy mod cell loss 18 h = recorded beside Autophagy mod, whose call it bears; toxicity, %; measured here: cell loss, nuclei count;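 cell loss after 18 h compound exposure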
Numbers without * were called inactive; i = inactive; . = no result given. The list is partial; the hit share may differ from the screen's.

Every second line gives: Dynein transport, Dynein transport cytoplasmic EGFP, Dynein transport nuclear GR-EGFP, Dynein transport cell count, MT stabilize HCS, MT stabilize HCS Hoechst-high %, MT stabilize HCS cytotoxicity %, Autophagy mod, Autophagy mod cell loss 18 h, HEK293 NOD2/NF-kB, Hep lipid drop, Hep lipid drop cells 6.5 µM, b-catenin transl, b-catenin transl cell count 5 µM, WT yeast gro inh, WT yeast gro inh mutant strain, Ins promoter up, Ins promoter up cell count, Yfh1-off respiration
> O=[N+]([O-])c1ccc(-c2nc3ccc([N+](=O)[O-])cc3[nH]2)cc1
→ -1.2, -0.2, -0.56, 0.82, 2.6, 2.3, 10, i, 6, -58%, ., ., -1.5, 1301, 13, 11, -2.6, 1382, i
> O=C(CSc1nnc(-c2ccccc2F)n1C1CC1)NC(=O)c1cccc([N+](=O)[O-])c1
→ -0.1, -0.26, -0.18, 0.22, 3.9, 2.8, 2.1, i, 14, 9%, -6, 679, 1.8, 995, -6, -5, ., ., i
> O=C(CCC(=O)NNC(=O)COc1ccc(Br)cc1Br)NCc1ccccc1
→ -0.82, -0.28, -0.47, 0.34, 2.6, 2.4, 8.8, i, 0, -10%, -10, 674, 0.3, 1060, -9, -4, ., ., i
> CC(C)c1ccccc1NC(=S)NCc1ccccc1F
→ -0.4, -0.35, -0.34, 0.78, 2.7, 3.4, 1.9, i, -3, -10%, 7, 554, -0.8, 952, -6, -1, -0.55, 1281, i
> CN(CC(=O)N1CCN(c2ccc(F)cc2)CC1)S(=O)(=O)c1ccc2c(c1)c(=O)n(C)c(=O)n2C
→ -0.43, -0.069, -0.089, -0.46, 2.2, 1.5, 6.5, i, -2, 4%, -2, 692, -1.0, 1150, -11, -8, -0.1, 1091, i
> COC(=O)Cc1[nH]nc2c1C(c1ccc(O)c(OC)c1)C(C#N)=C(N)O2 (stereo not drawn)
→ -0.42, -0.83, -0.41, 0.034, ., ., ., ., ., 23%, -4, 654, 0.2, 1292, ., ., -0.28, 1025, i
> O=C(O)C1CSC(c2ccco2)N1 (stereo not drawn)
→ -0.097, -0.46, -0.63, 3.6, 2.2, 2.5, 13, i, -13, 8%, 0, 715, 0.4, 1119, -7, -11, -0.2, 1226, i
> Cc1noc(C)c1C(=O)OCC(=O)Nc1ccc(C(N)=O)cc1
→ 0.95, -0.35, 0.76, 0.1, 9.0, 2.2, 8.2, i, 8, 14%, 8, 692, -2.1, 1052, 6, -7, -0.09, 1109, i
> O=C(Cn1cnc2c(cnn2-c2ccccc2)c1=O)c1ccc(Cl)cc1
→ 0.34, 0.53, 0.68, -0.77, 5.0, 2.7, 6.1, ., ., 10%, 7, 663, 1.8, 1131, -4, -11, 0.47, 1889, i
> CN(C)S(=O)(=O)c1ccc(C(=O)N2CCOCC2)cc1
→ 0.75, -0.34, 0.6, -0.4, 2.4, 2.0, 7.6, i, -6, 12%, 19, 801, ., ., -10, -19, -0.46, 854, i
> O=C(CSc1nnc(-c2ccccc2)o1)Nn1cnnc1
→ -0.35, -0.14, 0.083, 0.087, 4.9, 2.0, 6.3, i, -8, -17%, ., ., -3.0, 832, 7, 31, 0.17, 1296, i
> c1ccc2c(c1)nnn1c3ccccc3nc21
→ -0.7, -0.32, -0.34, 0.31, 5.4, 3.6, 6.9, i, 6, -82%, ., ., -2.9, 1149, 36, 36, 0.7, 1212, i
> O=[N+]([O-])c1cc(Cl)ccc1-c1nc(-c2ccccc2)no1
→ 0.94, -0.3, 0.17, -0.24, 3.9, 1.9, 6.6, i, -5, -110%, 2, 682, -2.0, 1150, 37, 11, 0.01, 1343, i
> CCCNc1nc(C)cc(-c2cc(-c3ccccc3)on2)n1
→ 0.1, -0.83, 0.15, 0.31, ., ., ., ., ., 15%, 10, 717, -0.4, 1317, ., ., -0.02, 871, i
> CN(C)/C(CN1CCCCC1)=C1\N=C(c2ccccc2)OC1=O
→ -0.31, -0.24, -0.44, 0.27, 1.7, 2.2, 8.3, i, -4, 22%, ., ., ., ., 10, 25, ., ., i
> O=C(O)CCCC(=O)Nc1nc2n(n1)C(c1ccc(F)cc1)CC(c1ccc(Cl)cc1)N2 (stereo not drawn)
→ 0.87, -0.18, 0.84, -1.3, 4.4, 2.1, 6.3, i, 22, 8%, 15, 788, -3.2, 1101, 14, 1, ., ., i
> CCN(CC)C(=O)c1ccc(NS(=O)(=O)c2ccccc2)cc1
→ 0.11, 0.99, 0.78, 1.9, 9.0, 7.2, 97, i, 0, -13%, ., ., -7.9, 896, -8, 11, -0.13, 1139, i
> O=C(O)/C=C/C(=O)Nc1ccc(OC(F)F)cc1
→ -0.68, -0.35, -0.00086, 0.86, 5.3, 2.0, 13, i, -9, 2%, -4, 696, -2.8, 1161, -12, 12, -0.25, 1226, i
> COc1ccc(CCNC(=O)CC2SC(=NCc3ccccc3OC)NC2=O)cc1 (stereo not drawn)
→ -0.23, -0.35, -0.25, 0.11, 1.1, 2.8, 7.5, i, 2, 20%, 3, 654, 0.4, 1056, 1, -17, -0.11, 1346, i
> COc1ccc(OC)c(Nc2ncnc3ccccc23)c1
→ -0.39, -0.23, 0.085, -0.44, 1.3, 0.9, 3.7, i, -4, -100%, 0, 782, -4.5, 1147, 12, 9, 1.9, 1230, i
> Cc1[nH]n(C(N)=S)c(=O)c1C(c1ccccc1)C(C#N)C#N (stereo not drawn)
→ -1.3, -0.22, -1.2, 0.68, 2.1, 1.9, 5.9, i, 5, 20%, -2, 737, ., ., 10, 20, 0.77, 1292, i
> COc1ccccc1N1CCN(C(=O)C(Sc2ccccc2)c2ccccc2)CC1 (stereo not drawn)
→ -0.091, -0.21, -0.34, 0.25, 6.0, 2.3, 2.2, i, -19, 12%, 8, 668, 5.3, 1009, 30, 12, 0.16, 1668, i
> COc1ccc(C(=O)Nn2cnnc2)cc1OC
→ 0.61, -0.26, 0.77, 1.1, ., ., ., ., ., 5%, -5, 675, 0.8, 1332, ., ., 4.4*, 877*, i
> O=C(C1=NN[C@@H]2C(=O)N(c3ccccc3C(F)(F)F)C(=O)[C@H]12)c1cnccn1
→ -1.4, -0.2, -0.29, 1.7, ., ., ., ., ., -6%, -28, 671, 0.3, 1300, ., ., 1.2, 963, i
> N/C(=N\OC(=O)CCCOc1ccccc1)c1ccccc1
→ -1.1, -0.21, -0.14, 0.17, 1.8, 1.5, 5.5, i, -7, 7%, 16, 693, 2.1, 1065, -3, -20, -0.07, 1234, i
> CC(=O)N1CCC(=NNC(=O)CSc2cc(C)c(Br)cc2C)CC1
→ 0.21, -0.27, -0.078, -0.037, 4.7, 2.0, 8.9, i, -3, 6%, 0, 684, -0.3, 1141, 2, -7, 0.35, 1516, i

Whole records, quoted from the list. Order of values: Dynein transport, Dynein transport cytoplasmic EGFP, Dynein transport nuclear GR-EGFP, Dynein transport cell count, MT stabilize HCS, MT stabilize HCS Hoechst-high %, MT stabilize HCS cytotoxicity %, Autophagy mod, Autophagy mod cell loss 18 h, HEK293 NOD2/NF-kB, Hep lipid drop, Hep lipid drop cells 6.5 µM, b-catenin transl, b-catenin transl cell count 5 µM, WT yeast gro inh, WT yeast gro inh mutant strain, Ins promoter up, Ins promoter up cell count, Yfh1-off respiration
N/C(=N\OC(=O)CCCOc1ccccc1)c1ccccc1 in the list: -1.1, -0.21, -0.14, 0.17, 1.8, 1.5, 5.5, i, -7, 7%, 16, 693, 2.1, 1065, -3, -20, -0.07, 1234, i
CN(CC(=O)N1CCN(c2ccc(F)cc2)CC1)S(=O)(=O)c1ccc2c(c1)c(=O)n(C)c(=O)n2C in the list: -0.43, -0.069, -0.089, -0.46, 2.2, 1.5, 6.5, i, -2, 4%, -2, 692, -1.0, 1150, -11, -8, -0.1, 1091, i
O=C(CCC(=O)NNC(=O)COc1ccc(Br)cc1Br)NCc1ccccc1 in the list: -0.82, -0.28, -0.47, 0.34, 2.6, 2.4, 8.8, i, 0, -10%, -10, 674, 0.3, 1060, -9, -4, ., ., i
CCN(CC)C(=O)c1ccc(NS(=O)(=O)c2ccccc2)cc1 in the list: 0.11, 0.99, 0.78, 1.9, 9.0, 7.2, 97, i, 0, -13%, ., ., -7.9, 896, -8, 11, -0.13, 1139, i

Source: PubChem BioAssay (several laboratories)
